From PubChem BioAssay
HCV inhibitor – HCV inhibition; actives 3.4% (n = 340,000); Huh7.5.1 HCVcc-Cre infection, luciferase reporter, 44 h; Potency, µM (highest dose often 41.8 µM), for inactives: at the top dose activity change, negative = inhibition, usual class: inhibitors; also: potency is read from the fitted curve at half-maximal effect
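Antiviral activity was scored by luciferase reporter output from cells infected with HCVcc-Cre (~0.5 moi) in presence of compound, 44 h infection period, cells seeded 1,000/well 4 h prior.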
AmpC no deterg – blocks E. coli AmpC beta-lactamase in detergent-free assay; actives 0.52% (n = 330,000); AID 485341; P00811; Potency, µM (series often up to 57.1 µM), inactives show at the highest dose activity change, negative = inhibition, actives largely listed as inhibitors; AmpC nitrocefin hydrolysis, absorbance 480 nm, 0.0001% Triton;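 also: potency is read from the fitted curve at half-maximal effect; plate controls were no compound for no effect and no enzyme for full effect; nearly all actives have a fitted effect of over 20% in size; some results filed as inactive show a strong effect at the top dose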
Target sequence (P00811 whole entry, looked up): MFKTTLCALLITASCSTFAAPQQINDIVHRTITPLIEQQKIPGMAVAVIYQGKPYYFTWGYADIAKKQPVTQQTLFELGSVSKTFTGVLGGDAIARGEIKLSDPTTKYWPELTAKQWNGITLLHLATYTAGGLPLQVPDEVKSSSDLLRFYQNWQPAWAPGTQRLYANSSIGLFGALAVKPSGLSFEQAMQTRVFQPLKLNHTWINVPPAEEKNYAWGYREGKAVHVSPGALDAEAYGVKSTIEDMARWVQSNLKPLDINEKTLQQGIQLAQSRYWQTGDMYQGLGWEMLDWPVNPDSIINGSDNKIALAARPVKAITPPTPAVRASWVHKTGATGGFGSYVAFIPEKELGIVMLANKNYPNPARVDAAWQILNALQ
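AmpC (5.3 nM in the dispensed reagent) in 20 mM phosphate pH 7.0 with 0.01% (detergent screen) or 0.0001% Triton X-100 was preincubated with compounds for 15 min at room temperature. Nitrocefin was then added from an 800 uM solution, and hydrolysis was followed at 480 nm.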
LmPK inh – LmPK (Leishmania mexicana) enzyme inhibition | Q27686 | purified LmPK, Kinase-Glo ATP luminescence, 1 h | Potency, µM (doses to about 57.5 µM), without a hit: at the top dose activity change, negative = inhibition, most hits filed as inhibitors | actives 0.37% (n = 290,000) | AID 1721; also: potency is read from the fitted curve at half-maximal effect
Target sequence (Q27686 whole entry, looked up): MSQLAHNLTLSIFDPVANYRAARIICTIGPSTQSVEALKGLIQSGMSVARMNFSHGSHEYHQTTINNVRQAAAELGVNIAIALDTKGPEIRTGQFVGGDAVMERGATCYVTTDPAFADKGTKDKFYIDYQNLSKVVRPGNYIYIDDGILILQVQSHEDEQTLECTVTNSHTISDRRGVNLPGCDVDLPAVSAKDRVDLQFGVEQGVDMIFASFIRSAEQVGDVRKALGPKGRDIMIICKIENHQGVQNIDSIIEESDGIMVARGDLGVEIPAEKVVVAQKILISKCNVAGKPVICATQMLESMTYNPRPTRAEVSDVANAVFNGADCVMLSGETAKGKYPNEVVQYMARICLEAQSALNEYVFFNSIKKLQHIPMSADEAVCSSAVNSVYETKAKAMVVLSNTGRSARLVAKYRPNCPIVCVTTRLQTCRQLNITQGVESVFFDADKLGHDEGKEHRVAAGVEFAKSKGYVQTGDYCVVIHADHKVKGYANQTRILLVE
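Pyruvate kinase activity monitored as ATP production (luciferase luminescence). Conditions: 0.1 nM enzyme, 0.5 mM PEP, 0.1 mM ADP, 1 h, RT; normalized against uninhibited and no-enzyme wells.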
AmpC inh detg – AmpC beta-lactamase inhibition with detergent present | Potency, µM (titrated, usually from 114 µM), inactives show at the top dose activity change, negative = inhibition, actives largely listed as inhibitors | AmpC hydrolysis of nitrocefin, absorbance 480 nm, 0.01% Triton | actives 0.041% (n = 370,000) | P00811;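 also: potency is read from the fitted curve at half-maximal effect; 0% = no-compound wells and -100% = no-enzyme wells; nearly all actives have a fitted effect of over 25% in size; some results filed as inactive show a strong effect at the top dose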
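AmpC (5.3 nM in the dispensed reagent) in 20 mM phosphate pH 7.0 with 0.01% (detergent screen) or 0.0001% Triton X-100 was preincubated with compounds for 15 min at room temperature. Nitrocefin was then added from an 800 uM solution, and hydrolysis was followed at 480 nm.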
HCMV antiviral – inhibitors of human cytomegalovirus; HFF cells, HCMV-luciferase reporter, 72 h; hits give low values; activity change, negative = inhibition, % at 57.5 µM; actives 4.5% (n = 410,000); AID 1259415; in the data active = activity change below about -60%; inconclusive = no clear call, values can overlap the other calls; inactive = above about -39%
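Two-dose cell screen: HFF monolayers treated with compounds and infected with luciferase-expressing HCMV at 1 PFU/cell, 72 h at 37C, then lysed for luciferase measurement.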
Tb PYK inh – inhibitors of Trypanosoma brucei pyruvate kinase. Q57TT1. TbPYK enzyme, Kinase-Glo Plus ATP luminescence, 45 min. Potency, µM (highest dose often 76.8 µM), for inactives: at the top dose activity, negative = inhibition, most hits filed as inhibitors. actives 0.12% (n = 410,000). AID 624173; also: potency is read from the fitted curve at half-maximal effect; nearly all actives have a fitted effect of over 50% in size
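Assay buffer: 50 mM TEA pH 7.2, 100 mM KCl, 10 mM MgCl2, 0.05% BSA, 0.01% Tween-20. Pyruvate kinase from T. brucei plus substrate met compound, then ADP (130 uM final). Luminescence was read post 45 min RT.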
AMA1 RON2 block – disrupts binding of P. falciparum AMA1 to RON2; AlphaScreen AMA1-biotinylated RON2 peptide binding; Potency, µM (series often up to 58.2 µM), for the others: top-dose activity change, negative = inhibition, hits mostly inhibitors; actives 0.2% (n = 360,000); AID 720542;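 also: potency is read from the fitted curve at half-maximal effect; 0% = vehicle wells and -100% = peptide control; nearly all actives have a fitted effect of over 45% in size; some results filed as inactive show a strong effect at the top dose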
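AMA1 (3D7) with his tag at 25 nM final met compounds first, then biotinylated RON2 peptide at 25 nM; detection used donor plus acceptor beads, 10 µg/mL apiece, read by AlphaScreen after 30 min at room temperature.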
* marks the source's active call; other numbers are inactive results; ? = inconclusive; nt = not tested or not shown; [ ] = remark or other dose. Unless noted, calls follow the shape of the dose curve; as a rule, active = well fitted curve in the direction sought with a large enough effect; inconclusive = small, poorly fitted or top-dose-only effect, or another doubt; inactive = no such curve, though single readings can be large; an effect the other way counts as inactive or inconclusive. Unless noted, % is scaled to controls: 0 for no effect and ±100 for the full control effect. Rows are unselected; overall some 7.5% were active at least once.

Compound	HCV inhibitor	AmpC no deterg	LmPK inh	AmpC inh detg	HCMV antiviral	Tb PYK inh	AMA1 RON2 block
Cc1ccnc(N2CCC(C(=O)NCc3ccc(F)cc3)CC2)n1	-15%	6%	0%	-5%	4	-6%	-3%
Oc1cnc2ccccc2c1CN1CCOCC1	-6%	-15%	-1%	?	4	-3%	-7%
N#Cc1cc2ccccc2nc1SCc1ccccn1	?	-11%	-3%	-7%	97	-2%	42%[activator]
CCNC(=O)CCn1nc(-c2ccc(C)cc2)c2ccccc2c1=O	7%	13%	-1%	2%	-14	-11%	-2%
CCN(C(=O)c1cc(Cl)ccc1OC)c1ccccc1C	?	1%	6%	-2%	-30	2%	-2%
CCC(C)NC(=O)C1CCN(S(=O)(=O)c2ccc3nc4c(c(C(=O)O)c3c2)CCCCC4)CC1 (stereo not drawn)	21%	-9%	-5%	3%	-29	-12%	11%
O=C(CNc1cccc2ccccc12)N/N=C/c1cccc(Oc2ccccc2)c1	-5%	-38%	0%	-10%	-61*	2%	-11%
Cc1cccnc1NC(=O)C1CCCN1S(=O)(=O)c1ccc(Cl)cc1 (stereo not drawn)	1%	-3%	-6%	2%	28	1%	0%
COc1ccccc1CNC(=O)COC(=O)Cc1c(Cl)cccc1Cl	-7%	-17%	2%	5%	-32	3%	-4%
O=C(CSc1nnc(NC(=O)c2ccco2)s1)NC1CCCC1	13%	62%	-3%	?	48	0%	-3%
COc1ccc(C)cc1S(=O)(=O)N1c2ccc(C)cc2C2CN(C)CCC21 (stereo not drawn)	?	25%	nt	?	-4	-1%	1%
O=C(Cn1c2c(sc1=O)C1c3ccccc3OCC1CS2)Nc1ccc(Cl)c(Cl)c1 (stereo not drawn)	11%	-35%	3%	?	-22	-11%	26%
c1cncc(-c2noc(-c3cccc4ccccc34)n2)c1	?	-17%	4%	-3%	211	2%	24%
O=C(N=C1SC2CS(=O)(=O)CC2N1Cc1ccccc1)c1ccccc1 (stereo not drawn)	nt	nt	nt	nt	18	2%	-6%
COc1ccc(-c2cc(-c3c(O)c(OC)c4occc4c3OC)[nH]n2)cc1	32µM*	-16%	-5%	1%	113	0%	0%
O=C(NC1CCC(O)CC1)c1ccccc1OCc1ccc(F)cc1 (stereo not drawn)	-24%	-5%	-9%	3%	-23	-7%	0%
Cn1nc(C(=O)Nc2ccccc2Cl)cc1C(=O)Nc1ccccc1Cl	?	nt	nt	nt	13	2%	-1%
COc1ccccc1CNC(=O)CSc1nc(=O)[nH]c2c1CCCC2	nt	nt	nt	0%	-8	6%	nt
Cc1nc(C(=O)Nc2ccccc2)sc1C1(C)CC(c2cccc([N+](=O)[O-])c2)=NO1 (stereo not drawn)	?	-17%	0%	4%	32	1%	-18%
CCc1nc(C)ccc1OCC(=O)N(CC)CC	10%	-6%	-9%	-13%	-12	5%	-22%

Part of the list above, set out differently.
structure: O=C(N=C1SC2CS(=O)(=O)CC2N1Cc1ccccc1)c1ccccc1 (stereo not drawn)
  HCV inhibitor = nt; AmpC no deterg = nt; LmPK inh = nt; AmpC inh detg = nt; HCMV antiviral = 18; Tb PYK inh = 2%; AMA1 RON2 block = -6%

structure: COc1ccc(-c2cc(-c3c(O)c(OC)c4occc4c3OC)[nH]n2)cc1
  HCV inhibitor = 32µM*; AmpC no deterg = -16%; LmPK inh = -5%; AmpC inh detg = 1%; HCMV antiviral = 113; Tb PYK inh = 0%; AMA1 RON2 block = 0%

Remaining list, next part:
Compound	HCV inhibitor	AmpC no deterg	LmPK inh	AmpC inh detg	HCMV antiviral	Tb PYK inh	AMA1 RON2 block
COCCC(=O)Nc1c(-c2ccccc2)c2cc(Br)ccc2[nH]c1=O	11%	42%	-4%	?	3	3%	2%
C=C[C@H](CC(C)C)N(Cc1ccccc1)S(=O)(=O)N(Cc1ccc(OC)cc1)[C@H](C=C)CC(C)C	-5%[8.37 µM]	-19%	nt	-3%	-9	1%	-1%
O=c1[nH]c2ccccc2n1C1CCN(C(c2ccccc2OC(F)(F)F)c2nnnn2-c2ccc3c(c2)OCCO3)CC1 (stereo not drawn)	nt	nt	nt	nt	-106*	-3%	-19%
CCn1ncc(-c2ccnc3cc(C(=O)O)nn23)c1C	18%	-15%	-6%	0%	-4	2%	-11%
CN(C)CC#Cc1cccc(-c2nc(C(=O)O)cc3c2[C@@H](CCO)N(S(=O)C(C)(C)C)C3)c1 (stereo partly drawn)	nt	nt	nt	nt	-14	-23%	?
O=c1c2cc(O)c(O)cc2oc2cc(O)c(C3OC(CO)C(O)C(O)C3O)c(O)c12 (stereo not drawn)	-2%	-22%	nt	3%	4	-6%	0%
CC(C)(C)CC(=O)NC(=S)NCc1ccco1	-9%	-14%	2%	8%	-30	-1%	-9%
COCCCn1[nH]c2c3c(ccc2c1=O)C(=O)c1ccccc1C3=O	?	-16%	-12%	1%	?	-1%	-6%
CC(=O)NCCNC(=O)Cn1nnc(-c2ccccc2)c1COc1ccc2ccccc2c1	nt	nt	nt	nt	31	0%	-10%
CC(=O)C1C(N2CC2)CC2C3CC=C4CC(O)CCC4(C)C3CCC21C (stereo not drawn)	11µM*	nt	nt	nt	-76*	0%	76%[activator]
COc1ccc(C2(C)NC(=O)N(CC(=O)Nc3c(C)n(C)n(-c4ccccc4)c3=O)C2=O)cc1 (stereo not drawn)	-6%	-7%	nt	-9%	-23	10%	25%
COc1ccc(NC(=O)CCCN2C(=O)COc3ccc(C)cc32)cc1OC	nt	nt	nt	-6%	-8	1%	nt
O=S(=O)(NCCN1CCOCC1)c1ccc(Oc2ccccc2Cl)cc1	?	121%[activator]	1%	0%	-31	10%	-12%
Nc1c(C(=O)Nc2ccc(Br)cc2)sc2nc(-c3ccco3)ccc12	?	-52%	0%	-4%	-60*	0%	3%
CC(=O)c1ccc(NC(=O)c2nn(C)c3c2CS(=O)(=O)c2ccccc2-3)cc1	nt	nt	nt	21%	8	-7%	nt
CCN1C[C@]2(CO)CC[C@H](OC)[C@@]34C5C[C@H]6[C@H](OC)C5[C@](O)(C[C@H]6OC)[C@@H](C(OC)C23)[C@@H]14 (stereo partly drawn)	9%	nt	nt	nt	24	-5%	-7%
COc1cccc(NC(=O)C2(C)CCN2Cc2ccc(SC)cc2)c1 (stereo not drawn)	nt	nt	nt	nt	-23	-5%	-9%
O=C(NN=C1CCN(Cc2ccccc2)CC1)c1cc2ccccc2cc1O	11%	-50%	-1%	?	36	-13%	4%
O=C(Cn1c(=O)oc2ccccc21)NCCc1ccccc1Cl	?	-29%	5%	-2%	?	-14%	0%
COc1ccc(Nc2oc(/C=C/c3cccc(OC)c3)nc2C#N)cc1	nt	nt	nt	0%	8	2%	nt
Cc1cc(C)cc(NC(=S)N2CCN(S(C)(=O)=O)CC2)c1	18%	-4%	2%	-14%	8	-9%	8%
OCCC1CN(Cc2ccc3cccc(F)c3n2)CCN1Cc1ccccc1 (stereo not drawn)	-16%	0%	1%	-9%	38	-2%	2%
CSCC[C@H](NC(=O)N1CCn2c1nc1ccccc12)C(=O)NCc1ccccc1	1%	33%	6%	-8%	-19	3%	89%[activator]
O=C(CN(Cc1ccccc1)C(=O)c1cc2c(s1)CCC2)NCc1cccs1	?	-14%	4%	-6%	45	-5%	7%
O=C(N/N=C/c1ccc2c(c1)OCO2)c1ccc(COc2cccc3cccnc23)cc1	13µM*	-7%[2.29 µM]	-10%	?	7	-1%	1%
COc1ccc(OCCOCCN2CCN(C)CC2)cc1	12%	-2%	-1%	3%	-1	1%	7%
COc1ccc(NC(=O)CSc2nc(N)c(NC(=O)c3cccs3)c(=O)[nH]2)cc1	10%	-30%	-1%	-4%	0	0%	-5%
O=C(NCCc1ccccc1)c1ccc2c(c1)OCO2	7%	-34%	-16%	0%	-79*	-20%	45%[activator]
O=C(CCc1nc(-c2ccccc2)no1)NCCc1ccccc1	15%	10%	-1%	-11%	nt	5%	38%[activator]
COc1cc(NC(=O)CC(c2cccs2)N2Cc3ccccc3C2=O)cc(OC)c1OC (stereo not drawn)	nt	nt	nt	12%	-5	-1%	nt
Cc1nc2c(C)cccc2cc1C(=O)N/N=C/c1ccc(O)cc1	-9%	-22%	3%	3%	?	-12%	-2%
CCc1ccc(Nc2nn3c(=O)c4cc5c(cc4nc3s2)OCO5)cc1	nt	nt	nt	-6%	10	3%	nt
CCN(CC)CCn1nc(C)nc1-c1ccccc1O	11%	-11%	-5%	2%	-12	1%	28%
COc1ccc(-c2noc(=O)n2Cc2cc(C)ccc2C)cc1	-30%	-3%	7%	-6%	-3	5%	21%
O=C(N/N=C/c1ccc(O)c(O)c1)C1CC1	-23%	nt	nt	nt	95	-25%	27%
CCCCC(=O)N(C)c1c(C)nc2ccc(C(=O)N3CCCCC3)cn12	nt	nt	nt	nt	-1	1%	48%[activator]
O=c1cnnc(Nc2ccc(Nc3ccccc3)cc2)[nH]1	-3%	-30%	-3%	5%	-34	2%	-7%
COc1ccc(CNS(=O)(=O)CCNC(=O)c2ccc(OC)cc2)cc1	15%	-15%	nt	2%	-1	-2%	20%
COc1ccc(Cl)cc1NC(=O)CN1CCN(S(=O)(=O)N2CCOCC2)CC1	-22%	22%	-3%	2%	-33	-4%	7%
O=C(NCc1cccc(Br)c1)c1cccn1-c1nnc(N2CCCCC2)s1	nt	nt	nt	1%	-2	-19%	nt
CC12CCC(C(=NO)C1=NO)C2(C)C (stereo not drawn)	-4%	nt	nt	nt	-24	1%	37%[activator]
N=c1ccn(Cc2ccc([N+](=O)[O-])cc2)cc1	?	-10%	8%	5%	28	-6%	-20%
O=C1c2cccc3cccc(c23)C(=O)N1CCN1CCN(C(=S)Nc2ccc(Cl)cc2)CC1	-14%	-19%	1%	?	4	9%	1%
CC(C)(O)C#Cc1ccc(CN2CCN(C3CCCCC3)C(CCO)C2)s1 (stereo not drawn)	0%	-25%	-2%	4%	21	0%	?
CCCCN(C(=S)Nc1cccc(SC)c1)C1CCN(C(C)=O)CC1	-9%	1%	4%	7%	-40	-3%	-8%
Cc1cc(F)ccc1C(O)c1ncc(-c2ccc(Oc3ccccc3)cc2)[nH]1 (stereo not drawn)	nt	nt	nt	nt	27	7%	-7%
CCOC(=O)N1CCN(C(=O)/C=C/c2cccc([N+](=O)[O-])c2)CC1	8%	-12%	-5%	-7%	-19	-8%	11%
CCOc1ccc(-c2nc(CSc3nnc(N)s3)cs2)cc1	15%	-3%	10%	-5%	73	0%	0%
